Screening data as filed in PubChem BioAssay.
RORgamma inh: inhibitors of mouse ROR gamma transcriptional activity | P51450 | Drosophila S2 Gal4-RORgamma UAS-luciferase reporter, 20 h | Potency, µM (doses to about 53.6 µM), inactives show at the highest dose activity change, negative = inhibition, hits mostly inhibitors | 310,000 compounds, 5.4% hits; note: potency is the fitted concentration of half-maximal effect; % is set by controls: 0 for no effect and ±100 for the full control effect; nearly all actives have a fitted effect of over 60% in size
Target sequence (P51450 whole entry, looked up, the tested form may be a part): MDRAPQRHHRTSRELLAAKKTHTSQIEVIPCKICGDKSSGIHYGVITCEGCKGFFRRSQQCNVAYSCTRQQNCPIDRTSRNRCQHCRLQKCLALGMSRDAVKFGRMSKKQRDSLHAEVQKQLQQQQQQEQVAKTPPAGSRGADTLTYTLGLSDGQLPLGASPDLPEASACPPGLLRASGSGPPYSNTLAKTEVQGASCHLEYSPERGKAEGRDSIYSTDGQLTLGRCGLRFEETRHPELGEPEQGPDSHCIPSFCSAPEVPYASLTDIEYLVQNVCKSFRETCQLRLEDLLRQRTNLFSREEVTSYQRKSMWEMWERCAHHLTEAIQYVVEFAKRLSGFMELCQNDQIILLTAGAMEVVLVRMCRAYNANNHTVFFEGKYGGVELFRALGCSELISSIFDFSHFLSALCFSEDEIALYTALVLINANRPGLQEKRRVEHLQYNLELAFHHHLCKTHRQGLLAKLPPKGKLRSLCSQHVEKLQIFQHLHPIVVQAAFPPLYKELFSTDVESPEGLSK
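Luminescence from a UAS-regulated Photinus luciferase reporter in stably transfected Drosophila Schneider cells is measured; decreased signal marks ROR gamma inhibition. Fusion expression is induced by 700 uM copper sulfate for 20 hr.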
BRCA1 expr act: BRCA1 expression activation. MCF7-BRCA1-FFLuc reporter, luminescence, 48 h; response scale: scaled: vehicle 0%, 10 µM genistein 100%. Potency, µM (titrated, usually from 46.1 µM), for the others: at the highest dose activation, usual class: activators. 380,000 compounds, 1.1% hits. AID 624202; note: potency is the fitted concentration of half-maximal effect; nearly all actives have a fitted effect of over 80% in size; some results filed as inactive show a strong effect at the top dose
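MCF7-BRCA1-FFLuc cells, 2000/well in phenol-red-free MEM, attached 2 h then treated 48 h at 37 C. Luciferase luminescence read 15 min after reagent; normalized to genistein maximum activation (10microM) and DMSO, concentration-response fitted.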
p53 reactivator: restores transcriptional activity of mutant p53; H1299 p53-A138V BP100-luciferase reporter, luminescence, 24 h; Potency, µM (highest dose often 92.2 µM), for the others: top-dose activity change, positive = activation, most hits filed as activators; 320,000 compounds, 0.063% hits; AID 504706; note: potency is the fitted concentration of half-maximal effect; % of control where 0% means no effect; nearly all actives have a fitted effect of over 45% in size
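H1299 (p53-null), stable ts p53-A138V + BP100-Luc; 1000 cells/well, Opti-MEM/10% FBS; cpd 4 pt, 1:5; 24 h, 37 deg C, 5% CO2; detection reagent 10 min RT; luminescence.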
Tb PFK inh: blocks T. brucei phosphofructokinase; T. brucei PFK, ADP-Glo luminescence; Potency, µM (highest dose often 57.5 µM), inactives show at the highest dose activity, negative = inhibition, actives largely listed as inhibitors; 330,000 compounds, 0.17% hits; AID 485367;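 note: potency is the fitted concentration of half-maximal effect; 0% = uninhibited 1x PFK enzyme wells and -100% = no-enzyme wells; nearly all actives have a fitted effect of over 60% in size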
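PFK 1.25 nM, F6P 0.5 mM, ATP 0.1 mM, 0.1 M TEA pH 8.0, 5 mM MgCl2, 0.01% Tween20, 0.1% BSA; 45 min RT. ADP-Glo readout. qHTS titration up to 57 uM; curves fitted, compounds curve-classed.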
Gal4-VP16 FLuc: inhibits Gal4-VP16 luciferase reporter, ROR gamma counter-screen; Potency, µM (series often up to 53.6 µM), for the others: at the highest dose activity, negative = inhibition, actives largely listed as inhibitors; Drosophila S2 Gal4-VP16 UAS-luciferase, luminescence, 20 h; 310,000 compounds, 3.5% hits;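 note: Gal4-VP16 expression switched on by copper sulfate through the metallothionein promoter; potency is the fitted concentration of half-maximal effect; % is set by controls: 0 for no effect and ±100 for the full control effect; nearly all actives have a fitted effect of over 50% in size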
FLuc modulator: counter-screen for miR-21 project: firefly luciferase inhibitors or activators | 360,000 compounds, 6.9% hits | Potency, µM (highest dose often 57.5 µM), without a hit: at the highest dose activity change, negative = inhibition, actives largely listed as inhibitors | purified FLuc, Km substrates, luminescence inhibition;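 note: potency is the fitted concentration of half-maximal effect; plate controls were vehicle for no effect and reference inhibitor for full effect; nearly all actives have a fitted effect of over 55% in size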
Target sequence (P08659 whole entry, looked up): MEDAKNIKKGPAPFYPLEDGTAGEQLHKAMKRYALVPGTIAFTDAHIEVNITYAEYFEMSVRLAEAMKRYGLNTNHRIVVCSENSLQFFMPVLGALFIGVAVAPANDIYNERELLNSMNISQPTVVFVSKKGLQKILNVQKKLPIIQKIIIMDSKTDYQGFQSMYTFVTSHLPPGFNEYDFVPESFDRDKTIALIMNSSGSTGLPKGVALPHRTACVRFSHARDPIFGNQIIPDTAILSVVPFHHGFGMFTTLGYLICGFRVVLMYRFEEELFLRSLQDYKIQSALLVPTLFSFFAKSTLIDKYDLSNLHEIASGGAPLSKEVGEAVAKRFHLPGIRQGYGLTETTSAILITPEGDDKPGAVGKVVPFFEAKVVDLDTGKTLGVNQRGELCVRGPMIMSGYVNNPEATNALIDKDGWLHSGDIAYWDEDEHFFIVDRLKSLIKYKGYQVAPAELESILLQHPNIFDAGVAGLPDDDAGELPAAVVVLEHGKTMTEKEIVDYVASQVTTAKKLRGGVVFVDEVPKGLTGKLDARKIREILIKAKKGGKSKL
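Purified P. pyralis luciferase (10nM final) with 10uM D-luciferin and 10uM ATP (Km levels) in 50mM Tris acetate pH 7.5, 10mM Mg acetate, 0.01% Tween-20, 0.05% BSA; qHTS 6-point titration, ~60 µM downward; luminescence read.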
TRPV1 ag: agonists of human vanilloid receptor 1 (TRPV1). Q8NER1. TRPV1-expressing cells, Fluo-8 calcium influx, agonist mode. activation, % at 8.33 µM. 320,000 compounds, 0.19% hits; in the data active = activation above about 80%; inconclusive = between about 30% and that limit; note: 0% is about no effect
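Cells expressing TRPV1 were dye-loaded with Fluo-8 and read kinetically: 10 s baseline, 3 min after compound (agonist portion), then 2 min after EC20 capsaicin (allosteric enhancer portion). Calcium-bound dye fluorescence at 480/520 nm.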
NPC1 prom act: activates the NPC1 promoter; AID 485313; Potency, µM (series often up to 9.22 µM), for inactives: top-dose activation, most hits filed as activators; 320,000 compounds, 2.4% hits; Huh7 NPC1 promoter luciferase reporter, 24 h;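 note: potency is the fitted concentration of half-maximal effect; % of control where 0% means no effect; nearly all actives have a fitted effect of over 60% in size; reporter is driven by a mutant NPC1 promoter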
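Huh7 reporter cells (NPC1 promoter driving luciferase) are dosed with compound for 24 h at 37 °C, 5% CO2; luciferase detection reagent is then added and luminescence measured after 10 min at ambient temperature.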
ELG1 genotoxic: induces genotoxicity in HEK293T cells with luciferase-tagged ELG1; HEK293T ELG1-luciferase reporter, luminescence, 16 h; 330,000 compounds, 1.3% hits; AID 504466; Potency, µM (titrated, usually from 46 µM), inactives show at the top dose activity change, positive = activation, most hits filed as activators; note: potency is the fitted concentration of half-maximal effect; % of control where 0% means no effect; nearly all actives have a fitted effect of over 60% in size
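Quantitative HTS format in 1536-well plates. HEK293T ELG1-luciferase reporter cells receive test compound and are incubated 16 hr at 37 °C, 5% CO2; ONE-Glo added, 30 min room temperature, then luminescence read.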
ELG1 repair inh: blocks ELG1-dependent DNA repair in HEK293T cells. HEK293T ELG1-luciferase reporter, luminescence, 16 h; DNA damage induced by 5-fluorouridine. Potency, µM (top dose mostly 46.1 µM), for the others: at the highest dose activity change, negative = inhibition, actives largely listed as inhibitors. 330,000 compounds, 2.3% hits. AID 504467; note: potency is the fitted concentration of half-maximal effect; % is set by controls: 0 for no effect and ±100 for the full control effect; nearly all actives have a fitted effect of over 55% in size
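Step one: seed 2,000 cells per well. Step two: pin-transfer compound or DMSO alongside 5-fluorouridine. Step three: incubate 16 hr, 37 °C, 5% CO2. Step four: add ONE-Glo, wait 30 min, read luminescence.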
Rab9 promoter act: activators of Rab9 promoter | Huh7 Rab9 promoter-luciferase reporter, luminescence, 24 h | Potency, µM (highest dose often 9.22 µM), for the others: top-dose activation, negative = inhibition, actives largely listed as activators | 320,000 compounds, 2.8% hits; note: potency is the fitted concentration of half-maximal effect; % of control where 0% means no effect; nearly all actives have a fitted effect of over 60% in size
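Huh7 cells stably carrying a Rab9 promoter-luciferase reporter, 1500 cells per well in OP-MEM I with 10% FBS, treated with compound 24 hours at 37C. Luciferase activity read by luminescence after 10 minutes with Amplite reagent.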
The depositor's hits bear a star; ? = inconclusive; nt = not tested or not shown; [ ] = remark or other dose. Unless noted, calls come from the whole dose curve; as a rule, active = well fitted curve in the direction sought with a large enough effect; inconclusive = small, poorly fitted or top-dose-only effect, or another doubt; inactive = no such curve, though single readings can be large; an effect the other way counts as inactive or inconclusive.

| # | SMILES | RORgamma inh | BRCA1 expr act | p53 reactivator | Tb PFK inh | Gal4-VP16 FLuc | FLuc modulator |
| --- | --- | --- | --- | --- | --- | --- | --- |
| 1 | O=C(CNC(=O)c1ccc(Cl)cc1)OC1CCOC1=O (configuration not stated) | -4% | 0% | 2% | 1% | 2% | -13% |
| 2 | CCn1c(SCC(=O)NCCOC)nc2sc(C)c(C)c2c1=O | -7% | nt | -9% | -1% | 1% | -2% |
| 3 | O=S(=O)(Cc1ccccc1)N1CCCC1 | -16% | 7% | 29% | -3% | 6% | 5% |
| 4 | COc1ccc([C@@H]2[C@@H]3C(=O)N(C(C)(C)C)C(=O)[C@@H]3[C@]3(CC(C)C)C(=O)N(c4ccc(C(F)(F)F)cc4)C(=O)N23)cc1 | 0% | 2% | 6% | -2% | -4% | -2% |
| 5 | O=C(Cc1ccccc1)Nc1ccc(CN2CCOCC2)cc1 | -30% | 10µM* | ? | -7% | ? | ? |
| 6 | CN(Cc1cccs1)C(=O)CN1C(=O)c2ccccc2S1(=O)=O | nt | 8% | ? | -9% | nt | nt |
| 7 | Cc1oc(-c2ccccc2Cl)nc1CS(=O)(=O)CC(=O)N1CCOCC1 | -16% | 1% | nt | 1% | -2% | 0% |
| 8 | Cc1ccc2cccc(OCc3ccc(F)cc3)c2n1 | ? | 1% | -10% | 1% | ? | 2% |
| 9 | CC(=O)c1cc2c(cc1NC(=O)Nc1cccc(Cl)c1)OCCO2 | -24% | -24% | 5% | 0% | 18% | -5% |
| 10 | COc1ccc(OC)c(N(C(=O)c2ccco2)C(C(=O)NC2CCCC2)c2cc(OC)c(OC)c(OC)c2)c1 (configuration not stated) | -13% | -4% | -4% | -2% | -14% | 3% |
| 11 | O=C(CS(=O)(=O)c1c[nH]c2ccccc12)Nc1ccc(F)cc1 | -12% | 1% | -4% | 0% | -2% | -5% |
| 12 | CCOc1ccc(CCNC(=O)CS(=O)Cc2nc(-c3ccc(OC)cc3)oc2C)cc1OCC (configuration not stated) | 10% | -3% | -3% | 0% | 0% | -15% |

| # | TRPV1 ag | NPC1 prom act | ELG1 genotoxic | ELG1 repair inh | Rab9 promoter act |
| --- | --- | --- | --- | --- | --- |
| 1 | -2 | -1% | 1% | 7% | -2% |
| 2 | 0 | 8% | 1% | 13% | -4% |
| 3 | -3 | 3% | -1% | 2% | 9% |
| 4 | 3 | -11% | -2% | 19% | 1% |
| 5 | -2 | ? | 12µM* | ? | ? |
| 6 | 3 | -1% | 8% | ? | 22% |
| 7 | 8 | -4% | 0% | -1% | 3% |
| 8 | 8 | -5% | -6% | 0% | -3% |
| 9 | 2 | 1% | 0% | -5% | -1% |
| 10 | 6 | 1% | 0% | 0% | -3% |
| 11 | 2 | 1% | -8% | 3% | 1% |
| 12 | -3 | 1% | 0% | -22% | 0% |

(listing goes on)
| # | SMILES | RORgamma inh | BRCA1 expr act | p53 reactivator | Tb PFK inh | Gal4-VP16 FLuc | FLuc modulator |
| --- | --- | --- | --- | --- | --- | --- | --- |
| 13 | O=C(COc1cccnc1[N+](=O)[O-])NCc1cccs1 | 3% | -2% | 0% | -6% | 2% | -1% |
| 14 | Cc1ccc(N=C(N(C)C)P(=O)(N(C)C)N(C)C)c(C)c1 | -17% | 3% | -3% | 0% | -7% | 2% |
| 15 | Cc1c(C(=O)Nc2ccc(S(=O)(=O)N3CCOCC3)cc2)cccc1[N+](=O)[O-] | ? | 27% | nt | 4% | 0% | -1% |
| 16 | O=C(CCC1CCCN(C(=O)C2=CCCCC2)C1)N1CCN(c2ccccn2)CC1 (configuration not stated) | 13% | -31% | -2% | -3% | 1% | 0% |
| 17 | Cc1ccc(C(=O)C(C)OC(=O)Cc2n[nH]c(=O)c3ccccc23)cc1C (configuration not stated) | nt | -41% | -5% | 5% | nt | 4% |
| 18 | CCCOC(=O)c1ccc(Oc2cn[nH]c2-c2ccc(OCC(=O)NN)cc2O)cc1 | -3% | -24% | 2% | 2% | 4% | 6% |
| 19 | CCC(=O)Nc1cccc(Oc2nc(C)cc(C)c2C#N)c1 | -25% | -17% | -5% | -1% | 7% | 2% |
| 20 | CNS(=O)(=O)c1cccc(C(=O)OCC(=O)c2cc(C)n(-c3ccc4c(c3)OCO4)c2C)c1 | 1% | -3% | 14% | 5% | 6% | ? |
| 21 | CCCCNc1ccc(C(=O)Nc2cccc(C)n2)cc1[N+](=O)[O-] | ? | ? | ? | 1% | -12% | -16% |
| 22 | O=C(c1ccc(F)cc1)N1CCN(Cc2ccccc2)CC1 | 6% | -6% | nt | -1% | -5% | 13% |
| 23 | O=C(Nc1nc(-c2ccccc2)cs1)c1ccco1 | 26% | 7.1µM* | 9% | 4% | -2% | 15µM* |
| 24 | CC(C)N1C(=O)CCC1C(=O)NCc1cccs1 (configuration not stated) | 11% | 9% | -1% | 2% | -1%[10 µM] | -1% |

| # | TRPV1 ag | NPC1 prom act | ELG1 genotoxic | ELG1 repair inh | Rab9 promoter act |
| --- | --- | --- | --- | --- | --- |
| 13 | 0 | 3% | 4% | 3% | -10% |
| 14 | 1 | -2% | -5% | -10% | 3% |
| 15 | 11 | 2% | 7% | 0% | -5% |
| 16 | -3 | -3% | -6% | ? | 1% |
| 17 | -2 | -1% | 1% | 24% | -1% |
| 18 | 11 | -5% | -7% | 18µM* | 1% |
| 19 | 11 | -4% | -3% | -1% | -2% |
| 20 | 0 | -1% | 11% | -15% | -3% |
| 21 | 1 | ? | 5% | ? | 26% |
| 22 | 12 | 2% | -2% | -10% | 2% |
| 23 | ? | ? | -15% | ? | ? |
| 24 | 0 | -1% | 0% | ? | -7% |

Other records follow:
| # | SMILES | RORgamma inh | BRCA1 expr act | p53 reactivator | Tb PFK inh | Gal4-VP16 FLuc | FLuc modulator |
| --- | --- | --- | --- | --- | --- | --- | --- |
| 25 | COC(=O)Nc1ccc(S(=O)(=O)NNC(=O)c2c(O)c3ccccc3[nH]c2=O)cc1 | 21% | -25% | -1% | 2% | 3% | 0% |
| 26 | CCOC(=O)C1(CC2CCCCO2)CCN(C(=O)Nc2ccc(C(=O)OC)cc2)CC1 (configuration not stated) | 42% | 7% | 0% | 0% | 1% | -1% |
| 27 | COc1ccc2c(c1)OC/C(=C/c1cccs1)C2=O | -30% | ? | ? | 0% | ? | 0.43µM* |
| 28 | Cc1ccc(NC(=O)Cc2nc(CSc3nnc(-c4ccc5c(c4)OCO5)o3)cs2)cc1 | ? | ? | 18% | -5% | 28% | 8.5µM* |
| 29 | O=C(CC(c1ccccc1)c1ccccc1)Nc1ccc(O)cc1 | nt | -15% | nt | -4% | nt | 1% |
| 30 | COc1ccc(C(=O)Nc2nc(C)c(C(=O)N(C)C)s2)cc1OC | ? | 25% | ? | -2% | 3% | 13µM* |
| 31 | CSc1nc(Oc2ccc(F)cc2)c2ccccc2n1 | -14% | 2% | 1% | 2% | -2% | 0% |
| 32 | O=C1CC(N2CCCCCC2)C(=O)N1c1ccc2c(c1)OCO2 (configuration not stated) | 10µM* | -2% | 20% | 16% | ? | -18% |
| 33 | Cc1ccc(S(=O)(=O)N2CCN(C(=O)CSc3ncn[nH]3)CC2)cc1 | nt | -12% | 6% | 13% | nt | 0% |
| 34 | CCOC(=O)/C(C(C)=O)=C1\OC(=O)c2ccccc21 | -11% | 3% | 17% | 0% | -10% | 12% |
| 35 | CCOC(=O)c1c(C)[nH]c(C)c1S(=O)(=O)N1CCN(c2cccc(C)c2)C(C)C1 (configuration not stated) | 18% | -20% | -2% | -2% | -1% | -2% |

| # | TRPV1 ag | NPC1 prom act | ELG1 genotoxic | ELG1 repair inh | Rab9 promoter act |
| --- | --- | --- | --- | --- | --- |
| 25 | -4 | -10% | 1% | -2% | -2% |
| 26 | ? | -15% | -2% | -14% | -14% |
| 27 | 13 | ? | 12µM* | ? | ? |
| 28 | 5 | ? | 4% | ? | ? |
| 29 | ? | -1% | 1% | -3% | 0% |
| 30 | -2 | 17% | ? | ? | 22% |
| 31 | 18 | 1% | -3% | 0% | -1% |
| 32 | -2 | 6% | 1% | 4% | -3% |
| 33 | 0 | -3% | -2% | -1% | -2% |
| 34 | -2 | -2% | 0% | 0% | 1% |
| 35 | 3 | -5% | 2% | -23% | 1% |
